Screens (PubChem BioAssay)
UPR CHOP act: activators of apoptotic arm of unfolded protein response (CHOP); CHO-CHOP luciferase reporter, UPR activation, luminescence; percent of tunicamycin response over DMSO baseline; activation, % at 10 µM; hit rate 0.34% among 330,000; AID 449763;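 active means at 10 µM dose, activation of 40% or more, normalized to positive control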;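 further: 100% = tunicamycin at 10 µg/mL and 0% = DMSO alone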
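Test system: CHO CHOP reporter cells. Input: 500 CHO-CHOP cells per well. Medium: F12 with 10% FBS. Technique: luciferase luminescence. Measure: percent activation relative to tunicamycin control. Dosing: 10 µM compound, 0.5% DMSO. Timing: 16-18 h cell attachment, then 6 h compound exposure, 37 °C.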
APJ antagonist: APJ receptor antagonism | P35414 | inhibition, % at 20 µM | hit rate 0.32% among 330,000 | CHO-K1 APJ beta-arrestin complementation, luminescence;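 active means inhibition above about 40% at 20 µM, limit read from the data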;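 further: cells challenged with 10 nM apelin-13 agonist together with compound; plate controls were apelin-13 plus DMSO wells for no effect and DMSO wells lacking apelin-13 for full effect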
Mdm2 MdmX PPI: human Mdm2/MdmX binding inhibition | hit rate 3% among 330,000 | inhibition, % at 8 µM | SaOS-2 split-luciferase Mdm2/MdmX complementation, luminescence;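 active means inhibition of at least 50% at 8 µM in the primary screen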
Target sequence (O15151 whole entry, looked up): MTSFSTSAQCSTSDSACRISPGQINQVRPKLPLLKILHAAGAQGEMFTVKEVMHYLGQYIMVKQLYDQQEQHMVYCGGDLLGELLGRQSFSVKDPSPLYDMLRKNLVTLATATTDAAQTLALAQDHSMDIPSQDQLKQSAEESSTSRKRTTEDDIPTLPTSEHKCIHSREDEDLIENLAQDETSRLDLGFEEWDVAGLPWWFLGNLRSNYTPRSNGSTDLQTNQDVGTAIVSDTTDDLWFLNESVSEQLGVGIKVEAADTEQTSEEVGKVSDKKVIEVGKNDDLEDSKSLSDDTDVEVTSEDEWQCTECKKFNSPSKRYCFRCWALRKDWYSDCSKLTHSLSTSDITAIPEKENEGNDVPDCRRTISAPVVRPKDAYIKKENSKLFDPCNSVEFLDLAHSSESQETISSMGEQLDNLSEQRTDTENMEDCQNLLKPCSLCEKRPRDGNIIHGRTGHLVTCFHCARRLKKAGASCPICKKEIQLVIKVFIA
Target sequence (Q00987 whole entry, looked up): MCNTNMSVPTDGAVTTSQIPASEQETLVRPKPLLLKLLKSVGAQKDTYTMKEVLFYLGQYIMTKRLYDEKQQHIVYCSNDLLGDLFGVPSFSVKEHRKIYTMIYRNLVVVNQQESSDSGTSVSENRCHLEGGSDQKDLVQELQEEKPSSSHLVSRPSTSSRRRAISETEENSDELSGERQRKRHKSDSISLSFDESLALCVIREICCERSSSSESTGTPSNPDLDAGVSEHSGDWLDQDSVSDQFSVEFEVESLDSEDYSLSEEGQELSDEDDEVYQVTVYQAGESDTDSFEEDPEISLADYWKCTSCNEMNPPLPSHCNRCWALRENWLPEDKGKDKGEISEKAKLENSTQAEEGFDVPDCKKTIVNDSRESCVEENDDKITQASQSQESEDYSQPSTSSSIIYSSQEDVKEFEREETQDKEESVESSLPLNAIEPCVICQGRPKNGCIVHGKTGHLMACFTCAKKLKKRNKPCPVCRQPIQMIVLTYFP
CXCR6 block: inhibitors of human CXCR6 receptor. O00574. CHO-K1 PathHunter CXCR6 beta-arrestin, luminescence. inhibition, % at 20 µM. hit rate 0.36% among 360,000; in the data active means inhibition above about 34%, passing the limit was not always enough;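 further: antagonist mode with CXCL16 agonist at 10 nM final; 0% = 10 nM CXCL16 with DMSO and 100% = unstimulated wells without agonist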
APJ agonist: APJ receptor agonism; activation, % at 20 µM; CHO-K1 APJ PathHunter beta-arrestin, luminescence; 0% DMSO wells, 100% apelin; hit rate 0.11% among 330,000; AID 2520;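 active means activation more than six SD over the plate average, tested at 20 µM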;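 further: 0% = DMSO alone and 100% = apelin-13 at 10 nM; some results filed as inactive read as strong as hits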
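Test system – PathHunter CHO-K1 APJ (AGTRL-1) beta-arrestin reporter cells · Input – 1000 cells/well · Compound – single test compound dose, 20 µM final, 1% DMSO · Times – compound stimulation 90 min at 25 °C, detection 60 min · Technique – beta-gal luminescence · Read-out basis – APJ–arrestin association signal · Control set – negative DMSO alone, positive Apelin-13 at 10 nM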
CCR6 antag: antagonists of human CCR6 receptor. P51684. CHO-K1 CCR6 PathHunter beta-arrestin, luminescence, CCL20-stimulated. inhibition, % at 20 µM. hit rate 0.49% among 340,000;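 active means compounds whose inhibition of the agonist-driven luminescence signal at 20 µM reaches about 50%, limit read from the data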;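 further: cells stimulated with CCL20 at 14 nM final; plate controls were DMSO with CCL20 for no effect and DMSO without agonist for full effect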
XBP1 UPR activ: activators of adaptive arm of unfolded protein response (XBP1); CHO-XBP1 luciferase reporter, IRE1-XBP1 UPR activation, luminescence; percent of tunicamycin response, DMSO as zero; activation, % at 20 µM; hit rate 0.33% among 330,000;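 active means versus positive control, 20 µM dose yields 30% or more activation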;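 further: 100% = tunicamycin at 10 µg/mL and 0% = DMSO only wells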
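Material – CHO cell line with stable XBP1 luciferase reporter · Buffer or medium – F12 plus 10% FBS · Compound – single point, 20 µM final compound, 1% DMSO · Schedule – 16-18 h cell attachment at 37 °C, then 6 h compound exposure · Signal – Steady-Glo luminescence read · Benchmarks – high control tunicamycin 10 µg/mL final, low control DMSO vehicle only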
tim23-1 inh: growth inhibitors of tim23-1 mutant yeast. inhibition, % at 20 µM. hit rate 1.3% among 330,000. S. cerevisiae tim23-1 growth, BacTiter-Glo luminescence, 24 h. AID 463212;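 active means growth inhibition of the mutant yeast at or above 50%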;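 further: temperature-sensitive mutant grown at 25 °C; plate controls were DMSO-treated mutant yeast for no effect and medium wells lacking yeast for full effect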
EBI2 block: EBI2 (human) antagonism; P32249; EBI2 beta-arrestin recruitment, luminescence, 7a,25-OHC stimulated; inhibition, % at 5 µM; hit rate 0.81% among 360,000; in the data active means inhibition above about 38%;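 further: enzyme fragment complementation signal reports receptor beta-arrestin coupling in cells; 0% = agonist plus DMSO wells and 100% = wells without agonist; some results beyond the cut were filed as inactive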
Numbers without * were called inactive.

COc1ccc(C(=O)COC(=O)c2cc(S(=O)(=O)N3CCCCC3)ccc2N2CCOCC2)c(OC)c1 was read as UPR CHOP act 1.5, APJ antagonist 6, Mdm2 MdmX PPI 2, CXCR6 block 3, APJ agonist 3, CCR6 antag 16, XBP1 UPR activ 3, tim23-1 inh 8 and EBI2 block 18.
`O=C(Nc1ccc(Oc2nnc(-c3ccccc3)c3ccccc23)cc1)c1ccccc1` gave UPR CHOP act -2.0, APJ antagonist -7, Mdm2 MdmX PPI 30, CXCR6 block 3, APJ agonist 6, CCR6 antag 2, XBP1 UPR activ -3, tim23-1 inh -2 and EBI2 block -17.
`CC12CCC(C(=O)Nc3ccc(Br)cn3)(OC1=O)C2(C)C` (stereo unspecified) gave UPR CHOP act -0.2, APJ antagonist -6, Mdm2 MdmX PPI 24, CXCR6 block -2, APJ agonist -4, CCR6 antag 5, XBP1 UPR activ -1, tim23-1 inh 12 and EBI2 block -3.
For CCCC(=O)N1CCN(c2ccc(NC(=O)c3cc4ccccc4o3)cc2)CC1 the results were UPR CHOP act 2.3, APJ antagonist -22, Mdm2 MdmX PPI 3, CXCR6 block 0, APJ agonist 5, CCR6 antag -5, XBP1 UPR activ -2, tim23-1 inh 22 and EBI2 block 7.
C=CCn1c(P(=O)(O)c2ccccc2)nc2ccccc21 was read as UPR CHOP act 2.3, APJ antagonist -5, Mdm2 MdmX PPI 10, CXCR6 block 3, APJ agonist -7, CCR6 antag 0, XBP1 UPR activ -2, tim23-1 inh 3 and EBI2 block 1.
Screening O=C(Nc1nc2ccccc2c2nc3ccccc3n12)c1ccc(F)cc1 returned UPR CHOP act -0.3, APJ antagonist -8, Mdm2 MdmX PPI 43, APJ agonist -5, XBP1 UPR activ 1 and tim23-1 inh 7.
O=C1c2ccccc2CN1Cc1ccccc1 was read as UPR CHOP act 0.3, APJ antagonist 20, Mdm2 MdmX PPI 7, CXCR6 block 2, APJ agonist -3, CCR6 antag 13, XBP1 UPR activ -3, tim23-1 inh 21 and EBI2 block -10.
For O=S(=O)(c1cccs1)n1nnc2ccccc21 the results were UPR CHOP act -2.3, APJ antagonist -7, Mdm2 MdmX PPI -8, CXCR6 block -1, APJ agonist -3, CCR6 antag -9, XBP1 UPR activ -3, tim23-1 inh -4 and EBI2 block -12.
Screening COc1ccccc1N1CCN(C2CCCN(C(=O)CCc3cnn(C)c3)C2)CC1 (stereo unspecified) returned UPR CHOP act -1.3, APJ antagonist 4, Mdm2 MdmX PPI 0, CXCR6 block 0, APJ agonist -4, CCR6 antag -6, XBP1 UPR activ -4, tim23-1 inh 10 and EBI2 block 4.
Screening Cc1ccc(S(=O)(=O)N2CCCC(C(=O)NC3CCCC3)C2)cc1 (stereo unspecified) returned UPR CHOP act 1.6, APJ antagonist 11, Mdm2 MdmX PPI 15, CXCR6 block 6, APJ agonist 2, CCR6 antag 8, XBP1 UPR activ 2, tim23-1 inh 0 and EBI2 block -7.
`NC(=O)COC(=O)c1c2c(nc3ccccc13)CCCCC2` gave UPR CHOP act 1.8, APJ antagonist 10, Mdm2 MdmX PPI 27, CXCR6 block 1, APJ agonist -3, CCR6 antag -4, XBP1 UPR activ 1, tim23-1 inh -8 and EBI2 block -8.
O=C(OCc1nnc(-c2ccccc2)o1)c1ccc(S(=O)(=O)NCc2ccco2)cc1 was read as UPR CHOP act -1.2, APJ antagonist 5, Mdm2 MdmX PPI -6, CXCR6 block -3, APJ agonist 3, CCR6 antag -8, XBP1 UPR activ 0, tim23-1 inh 18 and EBI2 block -5.
Screening C/C(=N/NS(=O)(=O)c1cc(C)ccc1C)c1ccncc1 returned UPR CHOP act -0.7, APJ antagonist 8, Mdm2 MdmX PPI -8, CXCR6 block -23, APJ agonist 1, CCR6 antag 4, XBP1 UPR activ -6, tim23-1 inh 8 and EBI2 block 4.
`Cn1c(=O)n(C)c2cc(S(=O)(=O)NCC(=O)O)ccc21` gave UPR CHOP act -0.6, APJ antagonist 9, Mdm2 MdmX PPI 13, CXCR6 block 0, APJ agonist 1, CCR6 antag 7, XBP1 UPR activ -4, tim23-1 inh 4 and EBI2 block -13.
O=C(O)CCCCCNC(=O)c1ccc(Br)cc1 was read as UPR CHOP act 1.9, APJ antagonist 12, Mdm2 MdmX PPI 6, CXCR6 block -2, APJ agonist -6, CCR6 antag -1, XBP1 UPR activ -2, tim23-1 inh 7 and EBI2 block -7.
C[C@@H](C(=O)NCCc1ccc(F)cc1)N1C(=O)N2CCc3c([nH]c4ccccc34)[C@@]2(C)C1=O was read as UPR CHOP act 0.7, APJ antagonist -3, Mdm2 MdmX PPI 31, CXCR6 block 3, APJ agonist -3, CCR6 antag 8, XBP1 UPR activ -2, tim23-1 inh 25 and EBI2 block 8.
`O=C(CSc1nnc(Nc2ccccc2F)s1)NC(=O)CN1CCCC1=O` gave UPR CHOP act 2.7, APJ antagonist -2, Mdm2 MdmX PPI 0, CXCR6 block -2, APJ agonist -3, CCR6 antag 6, XBP1 UPR activ -1, tim23-1 inh 11 and EBI2 block -2.
C=C(C)COc1ccc(-c2nc(N)ncc2-c2ccc(Cl)cc2)c(O)c1 was read as UPR CHOP act 0.5, APJ antagonist -6, Mdm2 MdmX PPI 34, CXCR6 block 6, APJ agonist -3, CCR6 antag -7, XBP1 UPR activ 2, tim23-1 inh 25 and EBI2 block 18.
Screening O=c1c(Cc2ccc(F)cc2)c(O)ccn1CCc1cnc[nH]1 returned UPR CHOP act -0.1, APJ antagonist 1, Mdm2 MdmX PPI -20, CXCR6 block 4, APJ agonist -3, CCR6 antag 3, XBP1 UPR activ -2, tim23-1 inh 3 and EBI2 block -4.
`O=C(NCC1CCCO1)c1ccc2c3n(nc2c1)-c1ccccc1CO3` (stereo unspecified) gave UPR CHOP act -0.6, APJ antagonist -8, Mdm2 MdmX PPI -92, CXCR6 block 0, APJ agonist -5, CCR6 antag -5, XBP1 UPR activ 2, tim23-1 inh 12 and EBI2 block -5.
`O=C(Nc1ccc(S(=O)(=O)N2CCCCC2)cc1)C1CCN(C(=O)c2ccc(F)cc2)CC1` gave UPR CHOP act 2.4, APJ antagonist -10, Mdm2 MdmX PPI 1, CXCR6 block 1, APJ agonist -2, CCR6 antag 7, XBP1 UPR activ 0, tim23-1 inh 10 and EBI2 block 17.
For Cc1c(OCC(=O)NCC2CCC(C(=O)O)CC2)ccc2c3c(c(=O)oc12)CCC3 (stereo unspecified) the results were UPR CHOP act -1.3, APJ antagonist -42, Mdm2 MdmX PPI 5, CXCR6 block 2, APJ agonist -3, CCR6 antag 3, XBP1 UPR activ -3, tim23-1 inh 3 and EBI2 block -1.
O=C1N/C(=C/c2cccn2-c2ccc(F)cc2)C(=O)N1Cc1ccccc1 was read as UPR CHOP act 0.4, APJ antagonist -37, Mdm2 MdmX PPI 11, CXCR6 block 6, APJ agonist 2, CCR6 antag -6, XBP1 UPR activ -2, tim23-1 inh 7 and EBI2 block 6.
For O=C(CSc1nnc(Cn2nnc3ccccc32)o1)N(Cc1ccc(Cl)cc1)c1ccccc1 the results were UPR CHOP act 5.4, APJ antagonist -2, Mdm2 MdmX PPI 17, CXCR6 block 0, APJ agonist -1, CCR6 antag 25, XBP1 UPR activ -2, tim23-1 inh 35 and EBI2 block 12.
O=C1C(C=NCc2ccncc2)=C(O)c2ccccc21 was read as UPR CHOP act 2.5, APJ antagonist -9, Mdm2 MdmX PPI 10, CXCR6 block 6, APJ agonist -3, CCR6 antag -10, XBP1 UPR activ -1, tim23-1 inh 9 and EBI2 block -1.
For COc1cc(C(=O)NNC(=O)c2cccc(Cl)c2)ccc1OCC(=O)N1CCOCC1 the results were UPR CHOP act 0.9, APJ antagonist -1, Mdm2 MdmX PPI 11, CXCR6 block -3, APJ agonist -1, CCR6 antag 0, XBP1 UPR activ 1, tim23-1 inh -6 and EBI2 block 4.
CCc1ccc2nc(NC(=O)CSCc3c(C)noc3C)sc2c1 was read as UPR CHOP act 2.8, APJ antagonist 3, Mdm2 MdmX PPI -73, CXCR6 block 4, APJ agonist -1, CCR6 antag -4, XBP1 UPR activ 2, tim23-1 inh 25 and EBI2 block 16.
CCOC(=O)c1[nH]c(C=O)c(C(=O)OCC)c1C was read as UPR CHOP act 0.6, APJ antagonist 4, Mdm2 MdmX PPI 65*, CXCR6 block -10, APJ agonist -1, CCR6 antag -18, XBP1 UPR activ 8, tim23-1 inh 76* and EBI2 block -21.
Screening CCOC(=O)c1csc(NC(=O)c2cc(=O)c3ccccc3o2)n1 returned UPR CHOP act 3.1, APJ antagonist 5, Mdm2 MdmX PPI -20, CXCR6 block 7, APJ agonist -3, CCR6 antag 31, XBP1 UPR activ -2, tim23-1 inh -2 and EBI2 block 2.
`O=C1c2ccccc2N[C@@H]2C=CC[C@@H]2N1O` gave UPR CHOP act 0.4, Mdm2 MdmX PPI 32, CXCR6 block 3, CCR6 antag 19, XBP1 UPR activ -1, tim23-1 inh 30 and EBI2 block -4.
Screening Cc1ccc(NC2=C(N3CCCCC3)C(=O)c3ccccc3C2=O)cc1 returned UPR CHOP act -1.9, APJ antagonist -41, Mdm2 MdmX PPI 35, CXCR6 block 6, APJ agonist 7, CCR6 antag 24, XBP1 UPR activ 2, tim23-1 inh 8 and EBI2 block -5.

Ordered by molecular weight (falling): part of the list above
For O=C(CSc1nnc(Cn2nnc3ccccc32)o1)N(Cc1ccc(Cl)cc1)c1ccccc1 the results were UPR CHOP act 5.4, APJ antagonist -2, Mdm2 MdmX PPI 17, CXCR6 block 0, APJ agonist -1, CCR6 antag 25, XBP1 UPR activ -2, tim23-1 inh 35 and EBI2 block 12.
For Cc1c(OCC(=O)NCC2CCC(C(=O)O)CC2)ccc2c3c(c(=O)oc12)CCC3 (stereo unspecified) the results were UPR CHOP act -1.3, APJ antagonist -42, Mdm2 MdmX PPI 5, CXCR6 block 2, APJ agonist -3, CCR6 antag 3, XBP1 UPR activ -3, tim23-1 inh 3 and EBI2 block -1.
`O=C(CSc1nnc(Nc2ccccc2F)s1)NC(=O)CN1CCCC1=O` gave UPR CHOP act 2.7, APJ antagonist -2, Mdm2 MdmX PPI 0, CXCR6 block -2, APJ agonist -3, CCR6 antag 6, XBP1 UPR activ -1, tim23-1 inh 11 and EBI2 block -2.
O=C1C(C=NCc2ccncc2)=C(O)c2ccccc21 was read as UPR CHOP act 2.5, APJ antagonist -9, Mdm2 MdmX PPI 10, CXCR6 block 6, APJ agonist -3, CCR6 antag -10, XBP1 UPR activ -1, tim23-1 inh 9 and EBI2 block -1.
`O=C1c2ccccc2N[C@@H]2C=CC[C@@H]2N1O` gave UPR CHOP act 0.4, Mdm2 MdmX PPI 32, CXCR6 block 3, CCR6 antag 19, XBP1 UPR activ -1, tim23-1 inh 30 and EBI2 block -4.

Not all compounds are listed, so the mix of outcomes need not match the whole.
